Compound activity (PubChem BioAssay)
NFkB transloc inh: inhibitors of IL-1B driven NFkB p65 nuclear import, primary screen, imaging, HUVEC, IL-1B stimulus, high-content imaging | inhibition, % at 2 µM | AID 796, 2007 | hit rate 0.43% among 94,000 | HUVEC IL-1B NFkB p65 nuclear translocation imaging;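 active = inhibition above about 30% together with a positive call from visual inspection of the well image, limit read from the data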;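 also: nuclear over cytoplasmic p65 intensity ratio measured by imaging; 0% = IL-1B stimulated DMSO wells and 100% = unstimulated DMSO wells; values of inactives mirror those of a sister screen read the other way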
Bcl-B TR3 displacers: displacers of TR3 peptide from Bcl-B, primary screen, selectivity assay for Bfl-1 inhibitor project, biochemical, fluorescence polarization; Bcl-2-like protein 10 (Homo sapiens); FP displacement of FITC-TR3 peptide from Bcl-B; higher % means a stronger effect; one-dose displacement, % at 20 µM; IC50 in µM for titrated hits; hit rate 0.11% among 96,000; AID 748, 2007;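 active = displacement above 50% at 20 µM plus a fluorescence interference ratio under 1.5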;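 also: plate controls were wells without compound for no effect and wells lacking Bcl-B protein for full effect; a part of the inactive calls stands beside numbers as strong as those of hits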
MRP resist rev: reversal of MRP1-mediated doxorubicin resistance, primary screen, H69AR cells, doxorubicin co-treatment | hit rate 0.04% among 85,000 | AID 602, 2007 | differential viability (reversal), % at 10 µM | H69AR cells + 2 uM doxorubicin, CellTiter-Glo, 72 h;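 active = viability drop by adding the cancer drug above about 55%, with treated viability meeting a 40% cutoff, limit read from the data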;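 also: viability without doxorubicin minus viability with 2 µM doxorubicin for each compound; larger differential means the compound sensitizes cells more to doxorubicin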
IL1B NFkB pot: enhancers of NFkB p65 translocation in HUVEC – imaging, IL-1B stimulus, high-content imaging, primary screen | HUVEC IL-1B NFkB p65 nuclear translocation imaging | hit rate 0.3% among 94,000 | AID 819, 2007 | activation, % at 2 µM;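 active = activation above 40%, about the mean plus 3 SD, also judged a hit on visual image review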;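 also: percent activation is computed from the nuclear over cytoplasmic p65 intensity ratio; values of inactives mirror those of a sister screen read the other way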
PLAP inhibitors HTS: PLAP enzyme inhibitors, biochemical, luminescence, HTS (AID 690) | Alkaline phosphatase, placental type (Homo sapiens) | purified PLAP, luminescent substrate; higher % means a stronger effect | inhibition, % at 20 µM; hits with a dose series show IC50 in µM | hit rate 0.08% among 96,000; in the data active = a potency from the dose series; inactive = the rest, 99 in 100 with inhibition below about 30%; also: strong numbers were not always called active
MRP resist rev cytotoxicity: recorded beside MRP resist rev, whose call it bears; viability, %; H69AR cells, CellTiter-Glo, 72 h; measured here: cytotoxicity without doxorubicin
MRP resist rev with doxorubicin: second read-out of MRP resist rev, no call of its own (marks repeat the call); viability, %; measured here: viability with 2 uM doxorubicin; active compounds read low
NFkB transloc inh cell count 2 µM: second read-out of NFkB transloc inh, no call of its own (marks repeat the call); cell count; measured here: cells passing quality filter;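 raw number of nuclei counted in each imaged well without normalization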
IL1B NFkB pot cell count 2 µM: second read-out of IL1B NFkB pot, no call of its own (marks repeat the call); cell count; measured here: cells passing quality filter
* hit, by the source's call; / = no result given.

The opening two compounds (preview)
SMILES	NFkB transloc inh	NFkB transloc inh cell count 2 µM	Bcl-B TR3 displacers	MRP resist rev	MRP resist rev cytotoxicity	MRP resist rev with doxorubicin	IL1B NFkB pot	IL1B NFkB pot cell count 2 µM	PLAP inhibitors HTS
O=C(Nc1ccc(Oc2ccccc2)cc1)C1CCN(c2ncccn2)CC1	-8	160	5%	3	102	98	8	160	8%
CCN(CC)CCN(Cc1cc2cc3c(cc2[nH]c1=O)OCCO3)C(=O)NC1CCCCC1	-24	143	-10%	0	35	34	24	143	23%

Main list, previewed entries included:
SMILES	NFkB transloc inh	NFkB transloc inh cell count 2 µM	Bcl-B TR3 displacers	MRP resist rev	MRP resist rev cytotoxicity	MRP resist rev with doxorubicin	IL1B NFkB pot	IL1B NFkB pot cell count 2 µM	PLAP inhibitors HTS
O=C(Nc1ccc(Oc2ccccc2)cc1)C1CCN(c2ncccn2)CC1	-8	160	5%	3	102	98	8	160	8%
CCN(CC)CCN(Cc1cc2cc3c(cc2[nH]c1=O)OCCO3)C(=O)NC1CCCCC1	-24	143	-10%	0	35	34	24	143	23%
O=C(NC12CC3CC(CC(C3)C1)C2)C1CC(=O)N(c2ccc(Br)cc2)C1 (configuration not stated)	-25	173	-8%	17	85	68	25	173	29%
COc1cc2[nH]c(=S)n(CCN3CCOCC3)c(=O)c2cc1OC	1	182	3%	3	92	89	-1	182	-51%
O=C(Cn1cccc1)NCc1cccs1	-18	122	11%	-4	95	99	18	122	-7%
COc1ccc(Oc2nccc(-c3ccccc3)c2C#N)cc1	-11	182	3%	/	/	/	11	182	16%
Cc1ccc(S(=O)(=O)NC(C)CCc2ccccc2)cc1 (configuration not stated)	-11	77	1%	/	/	/	11	77	22%
O=C(Cn1nnc(-c2ccc(Cl)cc2)n1)NCCC1=CCCCC1	6	168	-15%	-12	75	86	-6	168	56%
CS(=O)(=O)c1ccc2nc(NC(=O)CC3CCCC3)sc2c1	/	/	-5%	-7	70	77	/	/	-21%
COc1ccccc1N1CCN(CC(=O)NCC2CCCO2)CC1 (configuration not stated)	7	89	/	0	97	97	-7	89	/
CC(C)(C)c1ccc(/C=C/C(=O)NC2=NCCS2)cc1	-2	133	-4%	/	/	/	2	133	-16%
Nc1nonc1-c1nc2ccccc2n1Cc1ccc(F)cc1Cl	-1	105	-41%	-1	39	40	1	105	-4%
Cn1nnnc1SCC(=O)NCCc1ccc(Cl)cc1	9	148	-21%	11	90	79	-9	148	-4%
CCOC(=O)c1ccccc1NC1c2ccccc2C(=O)N1c1cc(C)ccn1 (configuration not stated)	14	204	2%	-14	75	90	-14	204	-60%
O=[N+]([O-])c1ccc(/C=N/Nc2nc(-c3ccccc3)c3cc(Br)ccc3n2)o1	-6	143	-5%	/	/	/	6	143	-30%
COc1ccc(C2N=C(Nc3ccc(C)cc3)Nc3nc(C)cc(=O)n32)cc1 (configuration not stated)	-3	87	0%	2	105	104	3	87	-25%
CN(C)c1nc(Nc2ccc(Cl)cc2)nc(OCC#N)n1	-13	189	1%	-8	67	75	13	189	-20%
CCN1CCN(S(=O)(=O)c2cccc3nsnc23)CC1	-5	91	-4%	-1	94	95	5	91	-5%
C=C(C)CSC1=C(C#N)C(c2ccsc2)CC(=O)N1 (configuration not stated)	27	125	-9%	4	97	92	-27	125	-12%
CCOC(=O)c1nc(N2CCN(C(=O)OCC)CC2)c2c3c(sc2n1)CCCC3	-5	132	0%	-5	65	70	5	132	-43%
CCOc1ccccc1N1CCN(Cc2cccc(OC)c2O)CC1	3	130	-2%	-3	88	91	-3	130	-2%
CCN(CC)c1ccc(NC(=O)c2ccco2)c(C)c1	-1	141	-11%	-4	97	101	1	141	20%
COc1ccccc1N(CN1CCCC1=O)C(=O)c1c(F)cccc1Cl	0	150	-12%	9	94	85	0	150	-7%
Cc1ccc(-c2nn(C)c(=O)c3ccccc23)cc1CNC(=O)CN1CCOCC1	-9	105	-5%	-3	64	67	9	105	-65%
COc1ccccc1-c1coc2c(CN3CCN(C)CC3)c(O)ccc2c1=O	-5	164	1%	8	81	73	5	164	10%

(listing goes on)
SMILES	NFkB transloc inh	NFkB transloc inh cell count 2 µM	Bcl-B TR3 displacers	MRP resist rev	MRP resist rev cytotoxicity	MRP resist rev with doxorubicin	IL1B NFkB pot	IL1B NFkB pot cell count 2 µM	PLAP inhibitors HTS
O=C(CSc1ncc(-c2ccccc2)n1C1CCCC1)N1CCc2ccccc21	8	64	-42%	/	/	/	-8	64	20%
O=C(Nc1cnc2sccn2c1=O)c1ccccc1Cl	-13	127	3%	8	98	90	13	127	0%
O=S(=O)(CCc1nc2ccccc2o1)c1ccc(Cl)cc1	-38	149	-6%	6	92	86	38	149	12%
CCc1c(C)nc2ncnn2c1N1CCC(C(=O)NCc2cccc(OC)c2)CC1	0	163	0%	3	89	86	0	163	-12%
O=C(c1ccccc1)N1CCCCC(Sc2nnc3ccccn23)C1=O (configuration not stated)	/	/	28%	0	89	89	/	/	6%
Cc1cc(NC(=O)CSc2nnc(-c3ccc(S(=O)(=O)N4CCCC4)cc3)n2C)no1	11	101	27%	-6	93	99	-11	101	3%
O=C(NCc1ccccc1)c1nc2c(nnn2Cc2cccc(Cl)c2)c(=O)[nH]1	4	86	/	-7	118	125	-4	86	/
O=C(O)/C=C/c1ccccc1Oc1ccccc1	/	/	0%	/	/	/	/	/	-5%
CCOC(=O)Nc1sc2c(c1C#N)CCCC2	-14	160	1%	-14	61	75	14	160	-13%
Cc1ccc(C(=O)C2(C)C3c4cc(Br)ccc4OC(=O)C32C(=O)c2ccco2)cc1 (configuration not stated)	-16	166	-2%	10	99	89	16	166	2%
NC(=O)COC(=O)CCCc1c[nH]c2ccccc12	8	73	4%	11	91	80	-8	73	17%
CCOC(=O)N1CCC(NC(=O)c2cc3ccccn3n2)CC1	-5	157	15%	4	92	88	5	157	5%
COC(=O)C(NC(=O)c1ccc(OC)cc1)(Nc1ncc(S(=O)(=O)c2ccc([N+](=O)[O-])cc2)s1)C(F)(F)F (configuration not stated)	10	136	-4%	/	/	/	-10	136	-57%
CC(OC(=O)c1cccnc1SCc1cc(=O)n2ccccc2n1)c1ccccn1 (configuration not stated)	-27	177	8%	-3	55	59	27	177	-31%
O=C(NCC1CCCO1)c1c(O)c2cccc3c2n(c1=O)CC3 (configuration not stated)	-26	140	8%	-1	78	79	26	140	6%
CCN(CC)CCOC(=O)C1(c2ccc(OC)c(OC)c2)CCCC1	-25	181	5%	3	90	87	25	181	-65%
Cc1ccc2cc(C#N)c(N3CCCN(C(=O)C4CCCO4)CC3)nc2c1C (configuration not stated)	/	/	-126%	-12	47	59	/	/	-40%
Cc1ccc(NC2CC(=O)N(CCc3ccccc3)C2=O)cc1 (configuration not stated)	-6	162	1%	6	88	82	6	162	-29%
COc1cc(/C=N/n2cnnc2)ccc1OCc1ccccc1	3	173	-6%	-2	70	71	-3	173	-2%
Nn1c(SCc2cn3ccsc3n2)nnc1-c1ccncc1	/	/	-5%	-5	87	92	/	/	-18%
CCOc1ccccc1NC(=S)/C(=C(\[O-])c1ccc2c(c1)OCCO2)[n+]1ccc(CC)cc1	-7	160	-3%	/	/	/	7	160	-78%
O=C(CSc1nc(-c2cccs2)cc(C(F)(F)F)n1)NCCCn1ccnc1	-28	158	/	4	80	76	28	158	/
CCOC(=O)Cn1c(C)nc2ccccc21	14	90	0%	-18	87	105	-14	90	7%
Cc1ccc(S(=O)(=O)NCc2ccc(C(=O)NCCCN3CCN(C)CC3)cc2)cc1	-34	170	2%	4	98	95	34	170	-12%
CSc1ccc(CN(C)CC(=O)NC(=O)NC(C)(C)C)cc1	4	192	2%	-13	88	100	-4	192	-17%

Sorted by the number under PLAP inhibitors HTS (descending): some entries from above.
Molecule,PLAP inhibitors HTS
COc1ccc(Oc2nccc(-c3ccccc3)c2C#N)cc1,16%
COc1ccccc1-c1coc2c(CN3CCN(C)CC3)c(O)ccc2c1=O,10%
O=C(Nc1ccc(Oc2ccccc2)cc1)C1CCN(c2ncccn2)CC1,8%
COc1cc(/C=N/n2cnnc2)ccc1OCc1ccccc1,-2%
Cc1ccc2cc(C#N)c(N3CCCN(C(=O)C4CCCO4)CC3)nc2c1C (configuration not stated),-40%
Cc1ccc(-c2nn(C)c(=O)c3ccccc23)cc1CNC(=O)CN1CCOCC1,-65%

The list continues:
SMILES	NFkB transloc inh	NFkB transloc inh cell count 2 µM	Bcl-B TR3 displacers	MRP resist rev	MRP resist rev cytotoxicity	MRP resist rev with doxorubicin	IL1B NFkB pot	IL1B NFkB pot cell count 2 µM	PLAP inhibitors HTS
COc1cc(/C=c2\sc3n(c2=O)CCCN=3)ccc1O	7	175	-30%	3	53	49	-7	175	4%
Nc1nncn1C(=O)CCCN1C(=O)c2ccccc2C1=O	8	125	-7%	1	82	82	-8	125	11%
O=S(=O)(Nc1ccn(-c2ccccc2)n1)c1ccc(Br)cc1	-11	132	-6%	1	103	102	11	132	-30%
COc1ccc(NC(=O)c2ncn[nH]2)cc1	11	150	1%	10	105	95	-11	150	-8%
O=C1C(Cc2ccccc2)C(c2ccccc2)N1c1ccccc1 (configuration not stated)	-7	156	-2%	/	/	/	7	156	6%
CSc1nc2sc3c(c2c(=O)[nH]1)CCC(C)C3 (configuration not stated)	-10	146	1%	11	94	83	10	146	0%
CCC(=O)Nc1sc(C(=O)N2CCCCC2)c(C)c1C#N	-29	136	4%	12	97	85	29	136	9%
OC(CN1c2ccccc2Sc2ccccc21)Cn1nnc2ccccc21 (configuration not stated)	-6	110	0%	-29	25	53	6	110	-38%
CCCCNS(=O)(=O)c1ccc(S(=O)(=O)NCc2ccncc2)cc1	-16	124	/	-1	88	90	16	124	/
COc1cc(NC(=O)NCc2ccncc2)cc(OC)c1OC	8	191	6%	7	95	89	-8	191	-2%
CN(Cc1ccccc1)C(=O)c1ccc2c(c1)OCCO2	/	/	7%	6	105	99	/	/	-20%
O=C(CNC(=O)c1cccs1)NCCN1CCN(c2ccccc2F)CC1	/	/	-4%	-1	90	91	/	/	-24%
COc1ccc(N2C(=O)c3cccc4cccc(c34)C2=O)nn1	-21	142	/	22	104	82	21	142	-27%
CC(C)CC(C(=O)O)N(Cc1ccccc1)Cc1ccccc1 (configuration not stated)	1	184	/	-2	101	103	-1	184	/
COc1ccc(C(OC(=O)c2cccs2)C(=O)NCC2CCCO2)cc1 (configuration not stated)	-4	156	-6%	/	/	/	4	156	-21%
CC(C)CN(C(=O)COC(=O)c1cc2ccccc2oc1=O)C1CCS(=O)(=O)C1 (configuration not stated)	/	/	-8%	4	108	104	/	/	1%
O=C(O)c1cc(S(=O)(=O)N2CCCC2)ccc1Br	-14	132	8%	-22	83	105	14	132	-2%
O=C(c1ccc2ccccc2c1)N1CCN(c2ccccc2)CC1	-19	99	1%	6	96	90	19	99	14%
Cc1ccccc1NC(=O)CSc1nnnn1C	-1	177	4%	-1	98	99	1	177	-10%
COC(=O)c1ccc(S(=O)(=O)NCCSc2nnc3c4ccccc4n(C)c3n2)cc1	/	/	1%	-1	66	67	/	/	-6%
CN(NC(=O)c1cccc(Cl)c1)c1nc(-c2ccccc2)nnc1C(F)(F)F	1	198	2%	/	/	/	-1	198	-2%
C=C(C)c1cccc(C(C)(C)NC(=O)NCCCN2CCCC2=O)c1	-4	99	8%	-15	76	92	5	99	-131%
CCCC(c1nnnn1Cc1ccco1)N1CCN(C(=O)c2ccco2)CC1 (configuration not stated)	9	114	17%	5	101	96	-9	114	-18%
CC1CCCC(NC(=O)COC(=O)c2cc(S(=O)(=O)N3CCCCC3)ccc2N2CCOCC2)C1C (configuration not stated)	-1	162	4%	/	/	/	1	162	-86%
O=C(O)c1ccc(Cl)c2c1C1C=CCC1C(c1ccccn1)N2 (configuration not stated)	2	149	87%	11	95	84	-2	149	-28%
Cn1c(SCC(N)=O)nnc1-c1ccccc1	4	99	-3%	-10	90	100	-4	99	-31%
CCc1cccc(NS(=O)(=O)c2c(C)n[nH]c2C)c1	1	153	/	-6	98	104	-1	153	/
CCn1c(C(O)c2ccccc2)nc2ccccc21 (configuration not stated)	-4	104	11%	-13	101	114	4	104	-39%

A portion of the library, so the mix of outcomes need not match the whole.
